# TRPV1 agonist – activates the human vanilloid receptor TRPV1; Q8NER1; AID 540275; TRPV1-expressing cells, Fluo-8 calcium influx, agonist mode; activation, % at 8.33 µM; hit rate 0.19% among 320,000; in the data active = activation above about 80%; inconclusive = between about 30% and that limit; also: 0% is about no effect
#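 Fluo-8 calcium influx in TRPV1-expressing cells, kinetic read (ex 480/em 520 nm). Compound added and read 3 min for agonist activity, followed by capsaicin at EC20 final and 2 min further read for enhancement.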
# KCNH2 WT inh – KCNH2 (human, wildtype) channel inhibition; U2OS, BacMam KCNH2, thallium flux FluxOr; hits give low values; Q12809; hit rate 0.37% among 340,000; activity change, % at 1.84 µM;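 active = maximum activity change below -70%; inconclusive = maximum activity change between -70% and -50%; inactive = maximum activity change above -50%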; also: % is scaled to controls: 0 for no effect and ±100 for the full control effect
#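 U2OS cells were transduced with wild-type KCNH2 virus (2.03 x 10^8 / mL) for 4 h at room temperature, then cultured overnight at 37 C. Thallium flux was read with FluxOr dye. Rate constants were normalized to DMSO controls.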
# GALK inhibitor – inhibitors of human galactokinase; P51570; Purified GALK, Kinase-Glo residual ATP luminescence; Potency, µM (top dose mostly 57.5 µM), for the others: at the top dose activity change, negative = inhibition, most hits filed as inhibitors; hit rate 0.007% among 270,000; AID 1868; also: potency is read from the fitted curve at half-maximal effect; % is scaled to controls: 0 for no effect and ±100 for the full control effect
# Target sequence (P51570 whole entry, looked up): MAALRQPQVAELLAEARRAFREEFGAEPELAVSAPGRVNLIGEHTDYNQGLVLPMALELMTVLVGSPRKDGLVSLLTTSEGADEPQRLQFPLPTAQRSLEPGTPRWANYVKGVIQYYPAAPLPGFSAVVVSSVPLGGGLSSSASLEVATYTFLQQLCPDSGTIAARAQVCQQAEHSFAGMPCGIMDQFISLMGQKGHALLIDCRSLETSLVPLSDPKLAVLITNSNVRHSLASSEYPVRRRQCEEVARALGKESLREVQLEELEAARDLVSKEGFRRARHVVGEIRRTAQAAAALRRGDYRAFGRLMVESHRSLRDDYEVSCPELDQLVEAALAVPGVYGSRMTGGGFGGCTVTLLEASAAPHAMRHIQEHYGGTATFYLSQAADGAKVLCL
#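 GALK at 5 nM final was combined with compound, 35 uM ATP and 100 uM galactose in HEPES pH8.0 with MgCl2 and DTT. The reaction ran one hour at room temperature before luminescent ATP detection.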
# A-T KAP1 phos – potential ataxia-telangiectasia treatments restoring KAP-1 phosphorylation. […] A-T fibroblasts, KAP-1 phosphorylation AlphaLISA; neocarzinostatin DNA damage 30 min before lysis. Potency, µM (highest dose often 57.5 µM), inactives show top-dose activation, hits mostly activators. hit rate 0.19% among 320,000. AID 485349; also: potency is read from the fitted curve at half-maximal effect; % of control where 0% means no effect; nearly all actives have a fitted effect of over 45% in size
#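 hTERT-immortalized A-T patient fibroblasts ([…]), 500 cells/well in OPTI-MEM, 1% FBS, got compounds for 60 min, then NCS for 30 min at 37C. Lysates were then assayed for phospho-KAP-1 by AlphaLISA (anti-pKAP1 donor, anti-KAP1 acceptor beads), 6 hr at 25C.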
# S-ASM inh – human S-ASM enzyme inhibition. P17405. placental ASM, HMU-PC fluorogenic substrate, 60 min. Potency, µM (highest dose often 57.5 µM), for inactives: at the highest dose activity change, negative = inhibition, most hits filed as inhibitors. hit rate 0.006% among 340,000; also: potency is read from the fitted curve at half-maximal effect
#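 Human placenta-derived ASM preincubated with compound 10 min at room temperature, then reacted with 9 uM (final) fluorogenic HMU-PC substrate for 60 min at 37 C. Stop solution raises pH to 10; fluorescence read at Ex 386/Em 447 nm.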
# Integrin act MD – integrin-mediated muscular dystrophy alleviation activation; Potency, µM (series often up to 38.3 µM), for the others: top-dose activation, hits mostly activators; AID 624291; alpha7betagal myoblasts, beta-gal FDG fluorescence, 48 h; hit rate 0.064% among 350,000;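 also: potency is read from the fitted curve at half-maximal effect; 100% = response of the positive control SU9516; nearly all actives have a fitted effect of over 60% in size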
#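 Alpha7betagal+/- myoblasts (passage 13) were plated 16-24 hr, then exposed to compounds (1:260 dilution of DMSO stock) for 48 hours at 37C. After MPER lysis, β-galactosidase reporter activity was read as FDG fluorescence (ex 480/em 540) after 30 minutes.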
# CXXC DNA block – MLL CXXC-DNA interaction inhibition; Q03164; MLL-CXXC / FITC-HOXA9 DNA fluorescence polarization; Potency, µM (series often up to 115 µM), for the others: top-dose activity change, negative = inhibition, hits mostly inhibitors; hit rate 0.037% among 290,000; AID 2662; active = well fitted inhibition curve with a large enough effect in the polarisation, with a control signal flat, not every such curve was filed as active; inconclusive = small, poorly fitted or top-dose-only effect, or effect the other way, or a change in a side signal; inactive = no such curve, though single readings can be large or run the other way; the % refers to the polarisation; also: potency is read from the fitted curve at half-maximal effect
#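 Purified MLL-CXXC (added from a 7 uM solution) was preincubated 5 min at ambient with pinned compounds in 50 mM Tris-HCl pH 7.5, 50 mM NaCl, 1 mM DTT, 0.05% BSA. Fluorescein-labeled HOX-A9 DNA (50 nM solution) followed, 30 min, then polarization read.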
# KCNH2 3.1 block – KCNH2 3.1 (human) potassium channel inhibition; U2OS KCNH2 3.1, thallium flux FluxOr; hits give low values; activity change, % (tested at about 1.8 µM); hit rate 0.95% among 340,000; AID 720553;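 active = maximum activity change below -70%; inconclusive = maximum activity change from -70% to -50%; inactive = maximum activity change above -50%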;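 also: thallium influx rate constant from kinetic fluorescence after stimulation buffer; % is scaled to controls: 0 for no effect and ±100 for the full control effect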
#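 Thallium flux read-out: FluxOr dye with Red40 quencher in HBSS/HEPES, 45 min at RT. Rate constants from kinetic reads were normalized to positive and negative DMSO controls. Cells: U2OS virally expressing the 3.1 isoform.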
# MBNL1-CUG inh – inhibitors of human MBNL1 binding to CUG repeat RNA; Q9NR56; TR-FRET MBNL1-His/biotin-(CUG)12 binding, 665/545 ratio; Potency, µM (titrated, usually from 57.5 µM), inactives show top-dose activity change, negative = inhibition, usual class: inhibitors; hit rate 0.036% among 280,000; active = well fitted inhibition curve with a large enough effect in the signal ratio, with a control signal flat, not every such curve was filed as active; inconclusive = small, poorly fitted or top-dose-only effect, or effect the other way, or a change in a side signal; inactive = no such curve, though single readings can be large or run the other way; the % refers to the signal ratio; also: potency is read from the fitted curve at half-maximal effect; % is scaled to controls: 0 for no effect and ±100 for the full control effect
# Target sequence (Q9NR56 whole entry, looked up): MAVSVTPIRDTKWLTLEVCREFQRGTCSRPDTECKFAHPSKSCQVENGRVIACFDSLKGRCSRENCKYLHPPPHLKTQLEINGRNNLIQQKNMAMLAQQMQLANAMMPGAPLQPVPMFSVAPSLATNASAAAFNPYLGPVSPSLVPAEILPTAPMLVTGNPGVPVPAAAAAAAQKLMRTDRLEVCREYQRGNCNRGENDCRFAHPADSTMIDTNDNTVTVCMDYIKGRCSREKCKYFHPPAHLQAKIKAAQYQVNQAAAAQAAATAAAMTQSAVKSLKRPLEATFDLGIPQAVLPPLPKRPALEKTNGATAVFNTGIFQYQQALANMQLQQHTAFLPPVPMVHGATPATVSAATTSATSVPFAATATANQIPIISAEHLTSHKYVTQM
#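 Inhibition of protein-RNA binding appears as loss of TR-FRET between terbium anti-His antibody on MBNL1-His and streptavidin-XL665 on biotin-(CUG)12. Activity is normalized to buffer-only and uninhibited-complex controls.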
# Coupling enz – coupling enzyme interference in Giardia aldolase counter-screen; coupling enzyme system counterscreen, AmpLite Red fluorescence; activity change, negative = inhibition, % at 58.2 µM, hits read low; hit rate 0.67% among 290,000; AID 2472; in the data active = activity change below about -30%; also: % is scaled to controls: 0 for no effect and ±100 for the full control effect
#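 Coupling enzymes only (glyceraldehyde-3-phosphate) + compound, at 57.5 uM final, 10 min RT; add substrate/coupling/AmpLite Red mix, 20 min RT; fluorescence ex 525/em 598 nm. Actives flag coupling-system interference.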
# * = called active by the depositor; ? = inconclusive; . = no result given; [ ] = remark or other dose. Unless noted, calls follow the shape of the dose curve; as a rule, active = well fitted curve in the direction sought with a large enough effect; inconclusive = small, poorly fitted or top-dose-only effect, or another doubt; inactive = no such curve, though single readings can be large; an effect the other way counts as inactive or inconclusive. A portion of the library. The share of hits here may be higher or lower than overall.
SMILES,TRPV1 agonist,KCNH2 WT inh,GALK inhibitor,A-T KAP1 phos,S-ASM inh,Integrin act MD,CXXC DNA block,KCNH2 3.1 block,MBNL1-CUG inh,Coupling enz
COc1cc(OC)c([C@H]2C=C(C)[C@H]3C[C@@H]2C3(C)C)c(OC)c1,.,1,.,.,-1%,-1%,.,7,.,.
CCCCn1c(O)c(C(C)=NC(Cc2c[nH]c3ccccc23)C(=O)OC)c(=O)[nH]c1=O (centres undefined),18,-12,-3%,-8%,-8%,1%[7.66 µM],1%,11,4%,0
O=C(NC1CCCCC1)C1CCN(C(=O)c2ccc(-c3ccccc3)cc2)CC1,1,1,2%,5%[11.5 µM],2%,-47%[inhibitor],-7%,8,14%,5
O=C1NC(=O)C(CCc2ccccn2)(Cc2cccc(Cl)c2Cl)C(=O)N1c1ccc(Br)cc1 (centres undefined),3,-2,.,15%,-5%,-1%,-7%,9,-5%,0
COC(=O)C1=C(c2ccc(OCc3ccccc3)cc2)C[C@@H]2CC[C@H]1N2C(=O)NCc1ccc(N(C)C)cc1,-3,-9,.,7%,-11%,-4%,.,4,.,.
CC1(C)CN=C(NCc2ccccc2Cl)S1,-3,-11,0%,4%,-3%,-32%,10%,-10,-10%,-1
CN(C)C(=O)Oc1cccc(OCc2n(C)c3ccccc3[n+]2C)c1,-2,-1,1%,-1%,3%,27%,-5%,3,-1%,2
CC(=NCCCN1CCOCC1)c1c(O)n(-c2ccccc2C)c(=O)[nH]c1=O,-3,-6,1%,-5%,4%,8%,-1%,-4,1%,1
CN1C2CCC1CC(OC(=O)c1cccc(O)c1)C2 (centres undefined),.,3,.,.,0%,-18%,.,5,.,.
O=C(NN=Cc1ccc(N(CCCl)CCCl)cc1Cl)c1cccnc1,.,-7,.,.,58%[activator],10%,.,-7,.,.
CN1C(=O)C2C[C@@]3(Br)c4ccccc4N(OOSc4ccccc4)[C@H]3N2C(=O)[C@@H]1Cc1ccccc1 (some centres undefined),.,-3,.,.,-5%,-11%,.,-22,.,.
CCOc1cc(C=O)ccc1O,.,2,.,-1%,0%,27%,.,1,.,.
Cc1cc(C=O)c(C)n1C1CC1,-1,-2,0%,8%,2%,7%,-4%,-2,2%,0
COc1ccc(OC)c(CN2CCCC(C(=O)c3sccc3C)C2)c1 (centres undefined),-2,31,4%,4%,-2%,-33%,4%,-32,-9%,0
COC(=O)C1=C(c2ccc(Cl)c(C(F)(F)F)c2)C[C@@H]2CC[C@H]1N2C(=O)N1CCC(C)CC1,?,35,.,34%,-5%,30%,.,-14,.,.
Cc1ccc2c(c1)C1CN(C)CCC1N2C(=O)Cn1cnc2c1c(=O)n(C)c(=O)n2C (centres undefined),0,1,1%,13%,1%,3%,-3%,22,-13%,1
Cc1cc(OCC(=O)N2CCC(C(=O)O)(c3ccccc3)CC2)c2c(C)cc(=O)oc2c1,1,1,.,4%,3%,11%,-1%,-6,-4%,3
CN1C(=O)c2ccccc2NC(=O)[C@]12O[C@@H]2c1ccccc1,-2,-2,4%,-16%,1%,-5%,-3%,?,-2%,1
CCN1C[C@@]2(COC)C3[C@@H](OC)[C@H]4[C@@H]1[C@@]3(C1C[C@H]3[C@H](OC(C)=O)C1[C@]4(OC(C)=O)C[C@H]3OC)[C@@H](OC)C[C@H]2OC(C)=O (some centres undefined),.,0,.,.,4%,2%,.,3,.,.
O=[N+]([O-])c1ccc(-c2ccccc2)c([As](=O)(O)O)c1,-1,-6,-2%,-1%,-2%,-30%,-10%,3,?,-3
CC(NS(C)(=O)=O)c1nnc2n1-c1ccc(Br)cc1C(c1ccccc1Cl)=NC2 (centres undefined),.,9,.,.,4%,6%,.,-5,.,.
O=C1NC(=O)C(=Cc2coc3ccccc3c2=O)C(=O)N1,0,.,-2%,3%,3%,-1%,-24%,-22,4%,5
COC(=O)C1=C(c2cccc(C#N)c2)C[C@@H]2CC[C@H]1N2C(=O)NCCOc1ccc(OC)cc1,3,-1,.,16%,0%,-24%,.,20,.,.
O=C(Cn1c(=O)c(C(F)(F)F)nc2ccccc21)N1CCC2(CC1)OCCO2,-6,-8,-2%,-3%,75%[activator],12%,-1%,3,?,1
Clc1ccc(-c2nc3ccc(Cl)cn3c2CN2CCOCC2)cc1,28,2,0%,1%,-1%,8%,6%,-2,?,-22
Cc1ccnc(NC(=O)CCCc2ccc(N(CCCl)CCCl)cc2)n1,.,-3,.,.,0%,8%,.,-5,.,.
CN(C)C1C(=O)C(C(N)=O)=C(O)C2(O)C(=O)C3=C(O)c4c(O)cccc4C(C)(O)C3C(O)C12 (centres undefined),-4,-6,.,-2%,0%,.,1%,2,5%,-3
Cc1nn(Cc2ccccc2Cl)c(Cl)c1C(=O)OCC(=O)NC(=O)NC1CCCCC1,-1,-2,1%,9%,-1%,-3%,12%,4,-3%,15
COC(=O)C1=C(c2ccc(-c3ccccc3)c(F)c2)C[C@@H]2CC[C@H]1N2C(=O)NCC1CC1,19,-8,.,-21%,-16%,-8%,.,-4,.,.
O=C(O)CN1C(=O)CN=C(c2ccccn2)c2cc(Cl)ccc21,-3,-7,6%,-20%,4%,6%,7%,-3,-7%,3
CC(=O)N1CCN(CCN=Cc2c(O)n(-c3ccc(C)cc3)c(=S)[nH]c2=O)CC1,-2,10,-3%,-18%,7%,19%,11%,-12,8%,0
O=C(Nc1cccc(Cl)c1)OC1CN2CCC1CC2 (centres undefined),3,-23,-2%,0%,-9%,0%,-4%,5,-5%,-4
CCn1c(O)c(C(=O)CC2NCCc3ccccc32)c(=O)n(CC)c1=S (centres undefined),-10,8,2%,-9%,4%,-19%,42%[activator],22,-21%,1
Cc1ccc2cccc(OC(=O)N3CCCC3)c2n1,-4,-11,3%,-6%,0%,-10%,-3%,5,4%,3
C[C@]12CC[C@@H]3c4ccc(O[C@@H]5O[C@H](C(=O)O)[C@@H](O)[C@H](O)[C@H]5O)cc4CC[C@H]3[C@@H]1C[C@@H](O)[C@@H]2O,-2,-14,3%,-62%[inhibitor],14%,.,-7%,15,-6%,-13
CN(C(=O)COC(=O)c1ccc([N+](=O)[O-])cc1Cl)C1CCCCC1,13,-8,0%,-4%,-2%,4%,8%,5,?,1
Cc1[nH]c2ccccc2c1C(=O)C(=O)N1CCC2(CC1)OCCO2,-1,3,0%,1%,0%,0%,4%,-12,2%,0
C[N+](C)(C)CC1CCCc2ccccc2C1=O (centres undefined),.,7,.,.,-5%,-54%[inhibitor],.,-2,.,.
C=CCN1C(=O)/C(=C/c2ccc3c(c2)CCCN3CCC)C(=O)NC1=S,-10,-2,-4%,5%,19%,3%,10%,-6,20%,-4
COc1cccc(C(=O)C2CCCN(Cc3ccc4nsnc4c3)C2)c1 (centres undefined),24,3,10%,-6%,-2%,10%,-5%,2,56%[activator],0
Oc1ccc(CCN2CCCCC2)cc1,.,7,.,.,2%,22%,.,36,.,.
CCOc1cccc(=NC2CCCCC2)c2c(C)[nH]c(C)c12,3,3,0%,-19%,?,-70%[inhibitor],?,-19,?,-23
CN1CCCN(c2ccc([N+](=O)[O-])nc2)CC1,-1,-2,0%,-3%,-2%,22%,5%,2,?,2
COc1ccc2oc3c(c2c1)NC(=O)CN=C3c1ccccc1,-1,-1,3%,1%,4%,8%,10%,6,13%,2
O=[N+]([O-])c1ccc(C(c2ccc([N+](=O)[O-])cc2)c2ccc([N+](=O)[O-])cc2)cc1,.,-9,.,.,-13%,-15%,.,?,.,.
CNC(C(=O)c1ccccc1)C(OC(C)C)c1ccc(Cl)cc1 (centres undefined),15,4,-1%,0%,4%,5%,-4%,-19,1%,0
CC[n+]1c(-c2ccccc2)c2cc(N)ccc2c2ccc(N)cc21,.,-3,.,.,-14%,-43%,?,-21,.,-44*
CC(C)CNC(=O)/C=C/C=C/CCCCCC/C=C/c1ccc2c(c1)OCO2,.,3,.,3%,-2%,28%,.,-10,.,.
Cc1ccsc1C(=O)C1CCCN(CCO)C1 (centres undefined),-2,6,1%,19%,3%,-18%,1%,3,4%,5

# From PubChem BioAssay
